Screening data: PubChem BioAssay, several laboratories
NR2E3 ag-1 = activates human photoreceptor nuclear receptor NR2E3; inhibition of corepressor binding, % at 4.78 µM; 320,000 compounds, 0.12% hits; GST-NR2E3/biotin-RetCOR TR-FRET, 1536-well; Q9Y5X4; AID 2300;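 active means percent inhibition above the cutoff of mean plus 3 SD of all tested compounds, set per screening campaign, cut at about 20% in these data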;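 further: 0% = DMSO wells and 100% = biotin wells as full block of FRET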
Target sequence (Q9Y5X4 whole entry, looked up): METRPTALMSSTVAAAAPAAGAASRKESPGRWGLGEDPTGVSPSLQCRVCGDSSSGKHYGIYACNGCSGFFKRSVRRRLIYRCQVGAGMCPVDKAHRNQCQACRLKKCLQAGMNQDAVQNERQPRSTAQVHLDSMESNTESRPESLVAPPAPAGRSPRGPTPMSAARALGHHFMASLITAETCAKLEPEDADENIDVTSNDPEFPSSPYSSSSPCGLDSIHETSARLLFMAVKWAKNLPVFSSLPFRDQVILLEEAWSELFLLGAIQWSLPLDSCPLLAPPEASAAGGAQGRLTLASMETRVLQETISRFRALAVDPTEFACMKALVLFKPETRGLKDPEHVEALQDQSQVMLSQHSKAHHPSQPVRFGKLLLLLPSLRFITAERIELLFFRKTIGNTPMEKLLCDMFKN
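System: GST-tagged NR2E3 plus biotinylated RetCOR corepressor; Amount: 1.35 nM GST-tagged NR2E3 final; Dosing: single nominal compound dose of 4.8 µM; Schedule: 5 h incubation at 4 °C; Technique: TR-FRET with europium anti-GST and streptavidin-D2, 340 nm excitation; Controls: biotin wells as high control, 0.6% DMSO wells as low control.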
Peg3 promoter = Peg3 promoter activity inhibition | HeLa PEG-Prom luciferase reporter, luminescence, overnight | AID 588405 | 360,000 compounds, 1.7% hits | inhibition, % at 20 µM;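 active means inhibition of at least 50% at 20 µM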
NR2E3 ag-2 = agonists of human NR2E3 nuclear receptor | Q9Y5X4 | CHO-S Gal4-NCOR/VP16-NR2E3 two-hybrid, luciferase | inhibition of corepressor binding, % at 3.98 µM | 360,000 compounds, 0.35% hits | AID 602229;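 active means inhibition above the mean of all tested compounds plus 3 SD, cut at about 70% in these data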;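 further: 0% = DMSO with NR2E3 transfected cells and 100% = cells lacking NR2E3 construct; higher means lower luciferase signal from less NR2E3 corepressor binding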
H9c2 protect = myocardial damage modulation in H9c2 cells | H9c2 cardiomyocytes, H2O2 injury protection, ATPLite, 2 h | protection from H2O2 cell death, % at 20 µM | 360,000 compounds, 0.63% hits;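 active means compounds giving at least 50% protection of heart cells from peroxide-induced death in the single-dose screen, raw or plate-pattern-corrected value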;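 further: 0% = DMSO wells with peroxide and 100% = DMSO wells without peroxide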
m5-HT2A agonist = activates the mouse 5-HT2A serotonin receptor; 360,000 compounds, 0.66% hits; P35363; AID 624169; activation, % at 7.6 µM; CHO-K1 mHTR2A beta-arrestin complementation, luminescence; percent of 30 µM serotonin response;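 active means activation above a run cutoff, the mean activation of all tested compounds plus 3 SD, cut at about 14% in these data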;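 further: 0% = plate median of compound wells and 100% = 30 µM serotonin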
Target sequence (P35363 whole entry, looked up): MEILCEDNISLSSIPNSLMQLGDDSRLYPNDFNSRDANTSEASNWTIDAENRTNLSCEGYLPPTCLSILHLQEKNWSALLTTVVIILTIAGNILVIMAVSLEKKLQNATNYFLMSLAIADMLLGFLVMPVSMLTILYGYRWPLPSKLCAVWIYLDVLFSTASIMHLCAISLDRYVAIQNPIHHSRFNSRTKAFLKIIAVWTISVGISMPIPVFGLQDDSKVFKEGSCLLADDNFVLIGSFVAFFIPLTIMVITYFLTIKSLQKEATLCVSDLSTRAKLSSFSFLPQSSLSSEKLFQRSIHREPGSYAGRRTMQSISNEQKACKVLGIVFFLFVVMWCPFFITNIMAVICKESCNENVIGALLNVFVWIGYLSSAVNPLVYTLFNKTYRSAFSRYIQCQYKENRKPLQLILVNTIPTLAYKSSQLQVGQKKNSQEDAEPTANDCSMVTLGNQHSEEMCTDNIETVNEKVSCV
hiPSC survival = increases survival of single human iPS cells; hiPSC single-cell survival, ATPlite luminescence; 100% = ROCK inhibitor wells, 0% = DMSO; survival enhancement, % at 20 µM; 360,000 compounds, 0.044% hits; AID 602274; in the data active means survival enhancement above about 18%;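 further: cells exposed to compounds for 16 hours before the ATP read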
HIF-2a inh = inhibitors of HIF-2a. 786-0 RCC cells HIF-2a reporter, luciferase luminescence, overnight. inhibition, % at 18.8 µM. 360,000 compounds, 0.72% hits. AID 624352;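 active means inhibition of the luminescence signal of 40% or more relative to plate controls, in a single-dose primary screen at 18.75 µM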
TRPM1 prom inh = MITF TRPM1 promoter inhibition in SK-MEL-5 cells; SK-MEL-5 TRPM1 promoter luciferase, 24 h; inhibition, % at 12.5 µM; 330,000 compounds, 0.83% hits; AID 488899;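 active means mean inhibition across replicates of 60% or more, whatever share of single replicates reaches that level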; further: values of inactives mirror those of a sister screen read the other way
Shn3 inh set2 = Schnurri-3 reporter inhibition in Clone20 osteoblasts; Clone20 osteoblast Shn3 3'UTR firefly luciferase, 24 h; inhibition, % at 12.5 µM; 360,000 compounds, 0.52% hits; AID 588674;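 active means mean inhibition of at least 75% with every replicate also reaching 75%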;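 further: 0% = median of neutral control wells and 100% = pilot-screen positive control compound; some compounds past the cut are filed as inactive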
PDI turbidity = PDI (human) enzyme inhibition. P07237. PDI insulin aggregation turbidity, A650, 90 min. inhibition, % at 10 µM. 350,000 compounds, 0.052% hits. AID 588391;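 active means mean inhibition across replicates of 30% or more, whatever share of single replicates reach that level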;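 further: absorbance from insulin aggregation driven by PDI reduction with DTT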
CaV13 FRET inh = Primary screen for inhibitors of IQ motif and Ca2+-dependent inactivation inhibitor domain binding in CACNA1D, Förster resonance energy transfer in living cells, … | AID 743397 | inhibition, % at 12.3 µM | HEK cells, CFP/YFP FRET ICDI-IQ, plate reader, 10 min; percent FRET-ratio fall versus neutral wells | 340,000 compounds, 0.098% hits;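 active means mean replicate inhibition of at least 30% and at least 1% of replicates passing that level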;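 further: 0% = median of the neutral control wells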
An asterisk follows results filed as active; . = not tested or not shown.

SMILES	NR2E3 ag-1	Peg3 promoter	NR2E3 ag-2	H9c2 protect	m5-HT2A agonist	hiPSC survival	HIF-2a inh	TRPM1 prom inh	Shn3 inh set2	PDI turbidity	CaV13 FRET inh
CCC(C)Nc1nc2c(c(=O)n(C)c(=O)n2C)n1Cc1cccc(C)c1 (stereo not drawn)	3	23	-19	3	-4	6.2	18	2	32	5	-7
COc1ccc(NC(=O)CS(=O)CC(=O)Nc2ccc(NC(C)=O)cc2)cc1 (stereo not drawn)	4	19	13	1	8	0.0	5	-4	0	-3	-7
Cc1ccc(S(=O)(=O)N(C)CCN(C)S(=O)(=O)c2ccc(C)cc2)cc1	.	12	-4	-10	1	6.2	-1	-2	6	2	-10
CCOC(=O)c1[nH]c2cc(OC)c(OC)cc2c1NC(=O)C(C)N1CCN(Cc2ccccc2)CC1 (stereo not drawn)	-3	29	-3	56*	1	5.8	12	10	11	4	0
O=C(O)c1cn(-c2ccc(F)cc2)c(=O)c2ccccc12	-3	7	-9	1	-4	1.1	5	-8	-32	-3	-6
Cc1cc2ncn(C(=O)c3c(-c4c(Cl)cccc4Cl)noc3C)c2cc1C	2	21	-8	-3	-1	-1.5	6	3	-19	-10	-5
COc1cccc(NC(=O)c2ccc(N3C(=O)C4CCC(C)CC4C3=O)cc2)c1 (stereo not drawn)	-2	4	14	-1	-12	0.1	14	-5	-24	0	-2
O=C(CSc1nc(C2CC2)nc2ccccc12)N1c2ccccc2Sc2ccccc21	3	30	5	0	3	5.5	19	7	11	5	-6
COC(=O)C1=CN(Cc2ccc(C)cc2)C=C(C(=O)OC)C1c1cc(OC)c(OC)c(OC)c1	1	7	-4	4	-4	0.7	-3	-8	9	1	11
COc1ccc(CCN/C=C2/CC(=O)NC2=O)cc1OC	1	11	-5	-6	1	-0.8	5	2	10	0	-1
Cc1ccccc1-c1ncc(CN2CCN(C3CCCCC3)C(CCO)C2)cn1 (stereo not drawn)	-3	7	3	14	3	-0.4	9	2	.	-4	-7
CCN(CCC(=O)Nc1cc([N+](=O)[O-])ccc1OC)Cc1ccccc1	-1	-1	-12	3	0	-0.7	26	-10	2	-3	-18
Cc1nc2ccc(NC(=O)COc3ccccc3C)cc2s1	9	-77	-7	2	1	-0.8	-163	-16	-5	8	0
O=C(CCc1ccccc1)N1CCCC1	-2	8	-35	0	-3	-0.4	10	4	-11	-8	-20
CCCCCCCCCCS(=O)(=O)N/N=C/c1ccc([N+](=O)[O-])cc1	-2	6	7	-17	-1	0.6	0	11	-4	-5	-6
CC(C)C[C@H](N)c1nnc(SCC(=O)Nc2ccc(Br)cc2)o1	1	16	1	-4	4	0.0	1	2	-15	1	-6
CCCCN1C(=O)C(CC(=O)NCc2cccs2)CC(C(=O)N(C)C)=C1C (stereo not drawn)	.	-1	-8	0	-5	-2.1	-2	.	-6	-2	-8
Cc1ccc(C(=O)N2c3ccccc3NC(=O)C2C)cc1 (stereo not drawn)	1	11	-6	-4	1	-0.8	15	-1	-11	-1	-4
Cc1nnc(Sc2cc(C(=O)NCc3ccco3)c3ccccc3n2)s1	1	3	-12	13	1	0.1	20	19	6	-7	.
CC(=O)CN1C(=O)NC2(CCCc3ccccc32)C1=O (stereo not drawn)	2	5	-30	0	-3	-0.2	20	0	-39	-9	-5
O=C1OC(c2ccccc2)=N/C1=C\C=C\c1ccco1	-1	6	-6	6	1	4.4	13	8	5	8	-4
CCOc1nc(SC(C(C)=O)C(=O)Nc2ccccc2)nc(N(C)C)n1 (stereo not drawn)	3	-28	-10	10	1	-2.9	-42	-19	-47	-6	.
O=S(=O)(NCC1CCCO1)c1ccccc1 (stereo not drawn)	0	7	-2	3	0	-0.5	0	0	8	-3	-6
CCN1C(=O)[C@@H]2[C@H](C1=O)[C@@H]1C(=O)Nc3ccccc3C(=O)N1[C@@H]2c1ccc(Br)cc1	0	-5	4	3	-2	1.6	-3	4	6	3	-4
COc1cc(-c2cc(C(=O)N(C)Cc3ccccc3)c3ccccc3n2)cc(OC)c1OC	-2	56*	-4	35	8	-0.4	10	10	25	3	-2
SMILES	NR2E3 ag-1	Peg3 promoter	NR2E3 ag-2	H9c2 protect	m5-HT2A agonist	hiPSC survival	HIF-2a inh	TRPM1 prom inh	Shn3 inh set2	PDI turbidity	CaV13 FRET inh
Cc1nc2ncnn2c(Nc2ccc3c(c2)OCCO3)c1C	0	6	17	0	9	-1.6	7	5	17	4	-9
COc1ccccc1N1CCN(C2CCCN(C(=O)c3ccccn3)C2)CC1 (stereo not drawn)	0	5	2	4	-6	-0.6	2	-9	-10	-3	-7
Cn1c(=O)c2c(n(C)c1=O)=NC1(CCCCC1)ON=2	-8	-8	-23	1	-3	0.9	9	-4	6	-14	-2
COC(=O)COc1ccc(S(=O)(=O)N2CCc3ccccc3C2)cc1	4	2	-22	-14	-1	-0.6	24	9	-9	-3	-5
COc1ccccc1C(CC(=O)Nc1ccc(C)c(C)c1)c1ccc(OC(C)C)cc1 (stereo not drawn)	4	15	-12	0	2	-1.0	19	16	26	7	-5
Cc1ccc(OCC(O)CN2CCN(Cc3ccc4c(c3)OCO4)CC2)cc1C (stereo not drawn)	0	-5	-20	-1	-5	-1.0	17	-5	7	7	-2
C[C@H](CO)N1C[C@H](C)[C@@H](CN(C)Cc2ccc3c(c2)OCO3)Oc2c(NC(=O)Cc3ccccc3)cccc2C1=O	.	20	-10	12	-1	-2.2	-5	4	16	-4	-2
Brc1cccc(OCCCCn2cncn2)c1	0	6	-21	5	-1	-0.9	12	0	10	-4	-21
COc1ccccc1-c1cc(C(=O)NC2CCN(C)CC2)c2ccc(Cl)c(C)c2n1	2	105*	-22	-16	-15	-0.5	7	8	20	0	-5
O=C(O)/C=C/c1cn(-c2ccccc2)nc1-c1cccs1	2	-9	-47	8	-1	-0.3	-36	2	-3	7	-5
O=C1/C(=C/c2ccc3c(c2)OCO3)Oc2cc(OCC(=O)N3CCC[C@H]3C(=O)O)ccc21	2	5	-1	-3	-1	-2.0	-7	-10	-22	.	.
O=C(CCSCc1ccccc1F)NCc1cccs1	-4	4	-40	1	-3	0.0	16	-8	0	2	-6
Cc1ccc(S(=O)(=O)Nc2ccc3c(c2)OCCO3)cc1	3	-4	-5	-16	-3	-0.5	-10	-5	15	-1	2
COc1ccc(NC2c3ccccc3C(=O)N2Cc2ccccc2Cl)cc1OC (stereo not drawn)	-1	3	69	5	4	-0.9	1	11	-3	2	-5
CN(Cc1nccs1)C(=O)C1CCC(=O)N(CCc2cccc(F)c2)C1 (stereo not drawn)	-1	-6	-50	4	1	-0.2	-32	6	-2	-2	-6
O=C(Nc1ccccc1NC(=O)c1ccco1)c1ccccc1	0	8	-26	-3	-6	0.3	2	-5	-11	4	-3
CCN1CCN(C(=O)CCc2nnc(CCc3ccccc3OC)o2)[C@@H](C)C1=O	-5	-31	6	-3	-1	1.4	-1	1	2	-2	-8
CCCCN(C)C1=Nc2cccc3cccc1c23	-2	-1	-18	-10	2	-0.9	-29	-2	9	-3	-6
O=C1CSC(=S)N1c1cccc(Cl)c1	-4	37	-17	1	1	-0.3	14	.	42	-8	-3
CSCCC(NC(=O)c1ccc(Cl)cc1Cl)C(=O)NCC(c1cccs1)N(C)C (stereo not drawn)	.	1	-11	4	-4	-0.4	-3	1	-7	-3	-5
O=C(NC12CC3CC(CC(C3)C1)C2)c1cc([N+](=O)[O-])ccc1N1CCOCC1	4	17	-26	0	0	0.6	24	1	2	-2	-2
Cc1c(Cl)c([N+](=O)[O-])nn1CCCC(=O)N(Cc1ccccc1)Cc1ccccc1	3	32	3	11	1	-0.5	24	2	13	10	-13
COc1nc(N(CC(N)=O)S(=O)(=O)c2ccccc2)nc(C)c1Cl	-4	1	-2	-5	1	-0.3	-11	4	-21	-2	.
COC(=O)c1ccc(N2C(=O)CC(N3CCN(c4ccccc4)CC3)C2=O)cc1 (stereo not drawn)	1	7	-6	3	-2	4.9	15	0	-16	4	.
Cc1cc(C)n2nc(SCCCC(=O)c3ccccc3)nc2n1	1	-15	2	4	-2	-0.4	-27	-3	-7	-1	-2

3 entries from above, with two lines to a compound.
Order of results: NR2E3 ag-1	Peg3 promoter	NR2E3 ag-2	H9c2 protect	m5-HT2A agonist	hiPSC survival	HIF-2a inh	TRPM1 prom inh	Shn3 inh set2	PDI turbidity	CaV13 FRET inh
Cc1nc2ncnn2c(Nc2ccc3c(c2)OCCO3)c1C
    0	6	17	0	9	-1.6	7	5	17	4	-9
Cc1c(Cl)c([N+](=O)[O-])nn1CCCC(=O)N(Cc1ccccc1)Cc1ccccc1
    3	32	3	11	1	-0.5	24	2	13	10	-13
COC(=O)c1ccc(N2C(=O)CC(N3CCN(c4ccccc4)CC3)C2=O)cc1 (stereo not drawn)
    1	7	-6	3	-2	4.9	15	0	-16	4	.

Next section
SMILES	NR2E3 ag-1	Peg3 promoter	NR2E3 ag-2	H9c2 protect	m5-HT2A agonist	hiPSC survival	HIF-2a inh	TRPM1 prom inh	Shn3 inh set2	PDI turbidity	CaV13 FRET inh
COc1cccc(/C=C/c2onc(C)c2S(=O)(=O)N2CCC(C(=O)NC3CCCCCC3)CC2)c1	0	8	-19	-3	-11	0.2	9	-6	21	7	-15
O=C1NC(=O)C2(C=C(c3ccccc3)C(O)(c3ccccc3)C2)N1 (stereo not drawn)	.	0	7	0	1	2.4	12	5	-2	1	-6
Cc1onc(-c2ccccc2Cl)c1C(=O)Nc1ccccc1C(=O)NC(C)C	4	20	-3	-4	1	0.2	-13	12	11	2	.
Cc1cccc(NS(=O)(=O)c2ccc(-c3cnc(C4CC4)o3)cc2)c1	1	15	61	-11	-2	-0.3	13	27	61	5	-4
COc1cccc(CN2CCN(C(=O)CCc3nnc(C4CCCCC4)o3)CC2=O)c1	2	-2	12	-4	-2	0.7	-1	-3	-10	1	-5
Cc1ccc(S(=O)(=O)Cc2ccc([N+](=O)[O-])cc2)cc1	2	13	9	7	-2	4.1	5	10	25	-2	-7
COc1ccc(C(=O)N2CCc3ccccc3C2)cc1S(=O)(=O)N1CCCC1	.	11	-18	-1	-5	-1.5	0	.	-6	-7	-6
CN(C)c1cc(-c2ccc(F)cc2)oc(=O)c1Cl	-3	7	-20	3	-5	0.4	-16	-1	-2	-8	-17
Cc1ccn2c(-c3csc(Nc4ccc(C(=O)O)cc4)n3)c(C)nc2c1	.	12	-18	8	1	-2.4	8	.	9	-2	-5
CCOc1cc(C2C3=C(CCCC3=O)Nc3nc(C(=O)OC)nn32)ccc1OC (stereo not drawn)	5	-1	-13	5	6	3.6	-2	7	-4	-2	-5
Cc1nn(C2CCS(=O)(=O)C2)c(Cl)c1/C=C/C(=O)OCC(=O)c1c[nH]c2ccccc12 (stereo not drawn)	1	26	8	6	-5	1.0	34	25	47	-1	-5
Cc1ccc(C(=O)Nc2sc3c(c2C(=O)O)CCCC3)o1	4	-152	-93	-12	0	0.1	-206	-7	-35	-2	.
